Screening results deposited in PubChem BioAssay by National Center for Advancing Translational Sciences (NCATS).
aGal spleen mod: qHTS Assay for Inhibitors and Activators of Human alpha-Galactosidase From Spleen Homogenate; human spleen homogenate, 4MU-alpha-Gal fluorescence, 40 min; Potency, µM (doses to about 80 µM), without a hit: at the top dose activity change, negative = inhibition, usual class: inhibitors; 0.008% of 240,000 active; AID 2107, 2009;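 note: potency is the fitted concentration of half-maximal effect; 0% = enzyme with vehicle and -100% = no enzyme basal signal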
Target sequence (P06280 32-429 limits assumed): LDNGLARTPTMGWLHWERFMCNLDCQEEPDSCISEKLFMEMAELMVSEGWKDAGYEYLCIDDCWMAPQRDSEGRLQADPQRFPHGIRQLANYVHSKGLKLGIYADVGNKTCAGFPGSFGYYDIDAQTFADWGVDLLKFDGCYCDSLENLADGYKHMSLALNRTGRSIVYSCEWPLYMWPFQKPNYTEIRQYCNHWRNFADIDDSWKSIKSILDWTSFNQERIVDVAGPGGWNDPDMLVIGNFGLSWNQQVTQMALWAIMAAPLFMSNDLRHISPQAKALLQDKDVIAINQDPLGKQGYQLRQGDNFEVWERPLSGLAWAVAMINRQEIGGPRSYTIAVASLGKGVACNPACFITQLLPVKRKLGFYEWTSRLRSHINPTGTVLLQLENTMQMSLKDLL
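Human spleen homogenate (1 ug) was the enzyme source, with 4-methylumbelliferyl-alpha-D-galactopyranoside (1 mM final) in pH 5.0 citrate buffer with 0.01% Tween-20. Compounds were titrated; after 40 min at 37C, NaOH/glycine stop, 4-MU fluorescence read; AC50 from Hill fits.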
IMPase Li cell: qHTS Assay for Identifying the Cell-Membrane Permeable IMPase Inhibitors: Potentiation with Lithium | AID 1457, 2008 | Potency, µM (top dose mostly 59.4 µM), for the others: top-dose activity, negative = IMPase inhibition, hits mostly inhibitors | 0.35% of 210,000 active | CHO-M1 cells, IP1 TR-FRET (IP-One), carbachol + lithium;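 note: IP1 builds up when IMPase is blocked and the TR-FRET signal falls; potency is the fitted concentration of half-maximal effect; plate controls were basal vehicle for no effect and high inhibitor control for full effect; nearly all actives have a fitted effect of over 50% in size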
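Test compounds were applied to CHO-M1 cells previously cultured for 16–30 h at 2000 per well. A small lithium amount accompanied them; after 30 min at 37C, IP1 was quantified by TR-FRET.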
NPSR antagonist: qHTS Assay for Antagonists of the Neuropeptide S Receptor: cAMP Signal Transduction | Potency, µM (titrated, usually from 38.3 µM), for the others: top-dose activity change, negative = inhibition, hits mostly inhibitors | Q6W5P4 | 1% of 220,000 active | CHO-NPSR cells, cAMP TR-FRET, antagonist mode | AID 1461, 2008; note: potency is the fitted concentration of half-maximal effect; % is set by controls: 0 for no effect and ±100 for the full control effect; nearly all actives have a fitted effect of over 50% in size; many of its hits are not listed in these tables
Target sequence (Q6W5P4 whole entry, looked up): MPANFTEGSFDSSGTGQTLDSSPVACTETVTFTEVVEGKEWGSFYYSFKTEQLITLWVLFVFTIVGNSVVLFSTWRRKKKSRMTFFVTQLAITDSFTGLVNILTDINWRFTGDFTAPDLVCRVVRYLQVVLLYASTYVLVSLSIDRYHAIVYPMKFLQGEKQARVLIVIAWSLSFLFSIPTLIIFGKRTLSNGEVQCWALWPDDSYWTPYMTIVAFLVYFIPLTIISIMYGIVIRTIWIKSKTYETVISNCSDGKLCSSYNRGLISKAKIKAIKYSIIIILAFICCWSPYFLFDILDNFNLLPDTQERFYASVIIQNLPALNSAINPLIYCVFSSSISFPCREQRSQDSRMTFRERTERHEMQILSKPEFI
CBFb RUNX1 block: qHTS Assay for Compounds Blocking the Interaction Between CBF-beta and RUNX1 for the Treatment of Acute Myeloid Leukemia. 230,000 tested, under 10 active. Potency, µM (top dose mostly 59.8 µM), inactives show top-dose activity, negative = inhibition, hits mostly inhibitors. AlphaScreen CBFb-His/RUNX1-biotin binding, biochemical. Runt-related transcription factor 1 (Homo sapiens) + Core-binding factor subunit beta …. AID 1477, 2009; note: % of control where 0% means no effect
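CBF-beta (His) and RUNX1 (biotin), 30 nM each; 20 min preassociation; + compound, 15 min; + beads 50 ng each (Ni, streptavidin), 90 min; RT; AlphaScreen read.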
Epigenetic reg: Quantitative High-Throughput Screen for Regulators of Epigenetic Control | murine LDR cells, GFP reporter derepression, 30 h | Potency, µM (highest dose often 53.9 µM), inactives show top-dose GFP activation, usual class: activators | 0.2% of 280,000 active; note: potency is the fitted concentration of half-maximal effect; % of control where 0% means no effect; nearly all actives have a fitted effect of over 60% in size
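Reporter derepression read as number of fluorescent GFP-positive objects, 20-120 um in size, counted by laser-scanning cytometer. Mouse LDR line with an epigenetically silenced CMV-GFP locus; compound incubation 30 h, 37 C.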
Lamin A splicing: qHTS Assay for Modulators of Lamin A Splicing; HeLa LMNA splicing GFP/RFP minigene ratio, 48 h; Potency, µM (doses to about 46.1 µM), inactives show at the top dose ratio change, negative = inhibition, usual class: inhibitors; 0.01% of 200,000 active; active = well fitted inhibition curve with a large enough effect in the signal ratio, with a control signal flat, not every such curve was filed as active; inconclusive = small, poorly fitted or top-dose-only effect, or effect the other way, or a change in a side signal; the % refers to the signal ratio; note: potency is the fitted concentration of half-maximal effect; % is set by controls: 0 for no effect and ±100 for the full control effect
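S3 HeLa stable clones carrying a lamin A-EGFP splicing minigene plus DsRed2 were seeded at 600 cells/well in Opti-MEM with 2% FBS, pin-dosed and incubated 48 h at 37°C. Acumen cytometry (488 nm) gave the GFP/RFP total-intensity ratio.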
KinaseGlo FLuc: Counterscreen for Luciferase (Kinase-Glo TM) Inhibition | Potency, µM (titrated, usually from 38.3 µM), without a hit: top-dose activity change, negative = inhibition, hits mostly inhibitors | Luciferin 4-monooxygenase (Photuris pensylvanica), Q27757 | Kinase-Glo luciferase, ATP luminescence, 8 min | AID 1379, 2008 | 0.28% of 200,000 active; note: potency is the fitted concentration of half-maximal effect; % is set by controls: 0 for no effect and ±100 for the full control effect; nearly all actives have a fitted effect of over 60% in size
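Light output from Kinase-Glo luciferase with luciferin and 10 uM ATP in 50 mM imidazole pH 7.2, KCl, MgCl2, Tween 20, BSA; compound pin-delivered, 8-min ambient incubation, then luminescence read.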
* marks the source's active call; other numbers are inactive results; ? = inconclusive; . = no result given; [ ] = dose if it differs, or a comment. Unless noted, calls come from the whole dose curve; as a rule, active = well fitted curve in the direction sought with a large enough effect; inconclusive = small, poorly fitted or top-dose-only effect, or another doubt; inactive = no such curve, though single readings can be large; an effect the other way counts as inactive or inconclusive.

Compound	NPSR antagonist	Lamin A splicing	aGal spleen mod	CBFb RUNX1 block	IMPase Li cell	KinaseGlo FLuc	Epigenetic reg
CC1(C)CC(NC(=O)c2ccccc2C(=O)NC2CC(C)(C)NC(C)(C)C2)CC(C)(C)N1	10%	.	9%	3%	-9%	3%	0.7%
COc1ccc([N+](=O)[O-])cc1NC(=O)C(C)OC(=O)c1cccnc1 (configuration not stated)	9%	2%[9.22 µM]	3%	-4%	8%	-3%	-0.1%
CCC1CCCCN1CC(C)(C)NS(=O)(=O)c1ccccc1 (configuration not stated)	27%	.	1%	-3%	.	.	0.4%
O=C(NC1CCCCC1)c1ccc(Cl)c(NC(=O)c2ccccc2F)c1	8%	-6%	4%	3%	10%	-1%	-0.9%
O=C(O)c1cccc(-n2cnnn2)c1	-12%[46.1 µM]	-1%	-1%	7%	22%[38.3 µM]	-1%	1.0%
CCOC(=O)c1c[nH]c2c3c(ccc2c1=O)CCCC3	-8%[46.1 µM]	-8%	1%	5%	2%[38.3 µM]	-2%	1.9%
CCC(=O)Nc1cccc(NC(=O)CSc2nnnn2Cc2ccccc2)c1	-15%[46.1 µM]	1%	-7%	4%	-1%[38.3 µM]	-6%	0.6%
COc1ccc(OC)c(/C=C/C(=O)OCC(=O)c2c(N)n(C)c(=O)n(C)c2=O)c1	6%	?	7%	0%	-11%	1%	9.6%
O=C(CSC1=NCCS1)NC(NC(=O)CSC1=NCCS1)c1ccccc1	-8%	?	-7%	4%	4%	-1%	-1.5%
Nc1ccc(OC(=O)Nc2ccc(O)cc2)cc1	11%	.	?	-17%	.	.	3.0%
COCC(=O)N(Cc1cc2ccccc2[nH]c1=O)c1ccc(OC)cc1	10%[7.67 µM]	4%	2%	7%	-13%[38.3 µM]	1%	?
COc1ccc(-n2c(=O)c(-c3ccc(F)c(F)c3)nc3cncnc32)cc1	.	-2%	12%	.	-8%	.	.
Cc1ccc(OCCN2CCN(C(=O)CCC(=O)Nc3nnc(C(C)C)s3)CC2)cc1	9%[46.1 µM]	?	1%	0%	8%[38.3 µM]	-2%	0.4%
NC(=S)Nc1ccc(Cl)c(Cl)c1	3%	.	-13%	7%	.	.	-1.2%
CC1(C(=O)NCc2cccnc2)CCC(=O)N1CCc1ccccc1 (configuration not stated)	5%[46.1 µM]	-3%	1%	-9%	12%	-2%	-1.0%
CCOc1ccc(NC(=O)Nc2cccc(C(=O)O)c2)cc1	0%	.	-5%	2%	-3%	?	0.1%
CCCCN=C(NNc1ccc(Br)cc1)C(=O)OCC	-17%	-9%	8%	5%	22%	0%	-1.0%
Cc1ccc(NC(=O)c2sc3nc(CCl)[nH]c(=O)c3c2C)c(C)c1	-23%	.	-4%	-2%	-4%	1%	0.0%
COCCn1c(C)cc(C(=O)CSc2ccc(NC(C)=O)cc2)c1C	-17%[46.1 µM]	17%	-2%	-5%	-15%[38.3 µM]	-3%	-1.6%
Cc1sc2ncnc(Nc3ccc(O)cc3)c2c1C	-2%	.	13%	2%	.	.	-4.8%
CSc1ccc(C=O)cc1	.	.	8%	4%[21.7 µM]	-10%	.	.
CCSc1nnc(NC(=O)C2CCN(S(=O)(=O)c3c(C)c(C)cc(C)c3C)CC2)s1	-27%	-1%	8%	5%	5%	2%	3.2%
COc1ccc(C(=O)OCn2nnc3ccccc3c2=O)cc1	8%	?	-1%	-4%	6%	1%	-2.1%
O=c1c2cc(N3CCOCC3)ccc2[nH]c(=S)n1Cc1cccc(Cl)c1	-8%[46.1 µM]	?	0%	-4%	-15%[38.3 µM]	-1%	3.0%
c1coc(-c2nnc(-c3ccc4c(c3)OCO4)o2)c1	?	-11%	-4%	-6%	-12%[38.3 µM]	-19%	1.9%
O=C(N1CCOCC1)N1CCN(C(=O)N(c2ccccc2)c2ccccc2)CC1	-4%[46.1 µM]	6%	0%	0%	?	0%	-4.4%
O=C(N/N=C1/C[C@@H](O)[C@@H](O)[C@@H]2[C@@H]3C(=O)N(C[C@@H]4CCCO4)C(=O)[C@H]3CC[C@@H]12)OCc1ccccc1	.	.	-3%[17.5 µM]	8%[13.1 µM]	.	.	0.0%[10.1 µM]
COCCNc1nc(C)cc(-c2cc(C(=O)NCc3ccccc3)on2)n1	17%	.	2%	10%	.	.	10%
C/C(N)=C(/C#N)C(=O)COC(=O)COc1ccc(Cl)cc1	8%[46.1 µM]	2%	3%	3%	16%[38.3 µM]	-1%	-1.0%
CN(C)S(=O)(=O)c1cccc(NC(=O)CSc2nnnn2-c2ccccc2)c1	?	.	3%	4%	.	.	-1.6%

Fetched by structure from the entries so far (two):
Compound	NPSR antagonist	Lamin A splicing	aGal spleen mod	CBFb RUNX1 block	IMPase Li cell	KinaseGlo FLuc	Epigenetic reg
Cc1ccc(NC(=O)c2sc3nc(CCl)[nH]c(=O)c3c2C)c(C)c1	-23%	.	-4%	-2%	-4%	1%	0.0%
O=C(O)c1cccc(-n2cnnn2)c1	-12%[46.1 µM]	-1%	-1%	7%	22%[38.3 µM]	-1%	1.0%

(more compounds)
Compound	NPSR antagonist	Lamin A splicing	aGal spleen mod	CBFb RUNX1 block	IMPase Li cell	KinaseGlo FLuc	Epigenetic reg
CCOC(=O)C1(C/C(C)=N/NC(N)=O)CC(C)OC1=O (configuration not stated)	26%	-6%	7%	-22%	-4%	-3%	7.9%
CCc1[nH]nc2c1C(Cc1ccccc1)C(C#N)=C(N)O2 (configuration not stated)	-22%[46.1 µM]	11%	-2%	3%	27%[38.3 µM]	6%	5.2%
Cc1ccc(S(=O)(=O)N2CCSC2=Nc2ccccc2)cc1	-16%	.	-2%	12%	.	.	-1.1%
C=CCn1c(-c2cccnc2Cl)nc2ccccc21	15%	.	2%	-11%	9%	2%	-1.3%
CCOC(=O)N1CCC(NC(=O)CCC(=O)N2CCOc3ccc(C)cc32)CC1	-8%[46.1 µM]	4%	-11%	7%	.	.	-2.2%
CNC(=O)C(=O)N/N=C/c1ccccn1	9%	.	12%	2%	3%	2%	-3.1%
O=c1[nH]c2cc3c(cc2cc1CN(CC1CCCO1)S(=O)(=O)c1ccccc1)OCCO3 (configuration not stated)	-24%[46.1 µM]	-3%	11%	0%	16%[38.3 µM]	3%	-1.0%
Cc1nn(-c2ccccc2)c(Cl)c1C(=O)NCC(=O)O	-4%[46.1 µM]	-11%	2%	10%	10%	-1%	1.8%
Cc1ccc(C)c(C(=O)NCCN(C)C)c1	-8%[46.1 µM]	8%	-3%	-1%	17%[38.3 µM]	2%	-0.1%
COc1ccc(NC(=O)CN(Cc2ccccc2)Cc2ccccc2)cc1S(N)(=O)=O	-4%	-18%	1%	5%	5%	-3%	0.9%
Nc1c(C(=O)C2CC2)sc2nc(-c3cccs3)cc(C(F)(F)F)c12	7%[46.1 µM]	4%	9%	7%	-20%[38.3 µM]	-1%	3.5µM*
Cc1ccc(S(=O)(=O)NCCC(c2ccc(F)cc2)c2ccco2)cc1 (configuration not stated)	-50%	?	-4%	5%	14%	-1%	0.0%
CC(C)(C)[C@H]1C=C(C(=O)NCc2ccccc2)O[C@@H](OCc2ccc(CO)cc2)C1	?	.	2%	-3%	7%	.	-0.7%
O=C(c1csnn1)N1CCC2(CC1)CN(c1ccccc1)C2	.	.	14%	.	1%	-3%	.
O=C(O)CN1C(=O)COc2cc(S(=O)(=O)N3CCCC3)ccc21	1%[46.1 µM]	2%	12%	-3%	-6%[38.3 µM]	-2%	-2.5%
CC1(C)CC(OC(=O)c2ccccc2)CC(C)(C)N1	-1%[46.1 µM]	3%	8%	-2%	15%[38.3 µM]	-3%	0.0%
Cc1cc(N2CCCC2)ccc1/C=N/n1cnnc1	?	-7%	2%	-1%	-3%[38.3 µM]	-1%	-6.1%
COc1ccc(NC(=O)C(C)N(c2ccc(C)cc2)S(C)(=O)=O)c(OC)c1 (configuration not stated)	-3%[46.1 µM]	1%	0%	3%	42%[activator][38.3 µM]	2%	0.6%
COc1ccc(N2CCN(C(=O)Cn3nnc(-c4cccs4)n3)CC2)cc1	-6%[46.1 µM]	4%	-8%	3%	34%[38.3 µM]	0%	0.9%
Cc1[nH]n(C2=NCCS2)c(=O)c1N=Nc1ccccc1	-23%	?	3%	-7%	4%	6%	-1.5%
N=c1c(C(=O)NCc2ccco2)cc2c(=O)n3ccccc3nc2n1Cc1ccccc1	-18%[46.1 µM]	5%	-4%	-2%	60%[activator][38.3 µM]	0%	0.0%
Cc1cc(NN)nc(NS(=O)(=O)c2ccc(Cl)cc2)n1	4%	.	-8%	-8%	4%	2%	-0.5%
Cc1ccc(S(=O)(=O)NCCN2CCOCC2)cc1C	-10%[46.1 µM]	7%	3%	7%	-8%[38.3 µM]	1%	1.1%
COc1ccc(C(=O)Nc2sc(C(=O)N(C)C)c(C)c2C#N)cc1[N+](=O)[O-]	-9%	4%	3%	2%	-1%	-1%	2.6%
CC(C)C(=O)NC(=S)Nc1ccccc1C(=O)NC1CCCCC1	7%	-7%	-1%	6%	3%	-1%	-8.2%
CC(C)(C)NC(=O)Cn1c(SCC(=O)NC2CCCCC2)nc2ccccc21	-15%[46.1 µM]	28%	-2%	7%	?	-7%	0.3%
O=C(CSc1cccs1)Nc1ccc(Cl)cc1	-7%[7.67 µM]	.	2%	-2%	.	.	-0.3%
NCCNc1ccc([N+](=O)[O-])c(Sc2nc3ccccc3[nH]2)c1	-14%	?	-2%	-11%	-3%	5%	0.6%
O=C(CN1C(=O)/C(=C/c2ccccc2)SC1=S)NNC(=O)c1ccccc1O	-17%	.	4%	10%	4%	-4%	3.0%
CNC(=S)N/N=C1\CC(c2ccccc2)Oc2ccccc21 (configuration not stated)	-32%	.	-14%	2%	12%	1%	-0.1%

The list is partial; count on the stated rates, not on these rows.
